Kir21 block: inhibitors of mouse Kir2.1 inward-rectifier potassium channel. B-score at 10 µM. AID 1672, 2009. 310,000 tested, 0.85% active. Inward rectifier potassium channel 2 (Mus musculus), P35561. HEK293-Kir2.1, FluxOR thallium flux fluorescence; stronger effect = lower value;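 active = fluorescence ratio B-score at or below minus 3 SD of library scores, with starting-brightness B-score within 2 SD, cut at about -4.2 in these data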;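 also: channel flux triggered by added potassium and thallium sulfate stimulus; B-score of peak minus minimum fluorescence over baseline after thallium stimulus; more negative B-score means stronger Kir2.1 block with less thallium influx; some compounds called inactive have numbers as strong as hits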
Target sequence (P35561 whole entry, looked up): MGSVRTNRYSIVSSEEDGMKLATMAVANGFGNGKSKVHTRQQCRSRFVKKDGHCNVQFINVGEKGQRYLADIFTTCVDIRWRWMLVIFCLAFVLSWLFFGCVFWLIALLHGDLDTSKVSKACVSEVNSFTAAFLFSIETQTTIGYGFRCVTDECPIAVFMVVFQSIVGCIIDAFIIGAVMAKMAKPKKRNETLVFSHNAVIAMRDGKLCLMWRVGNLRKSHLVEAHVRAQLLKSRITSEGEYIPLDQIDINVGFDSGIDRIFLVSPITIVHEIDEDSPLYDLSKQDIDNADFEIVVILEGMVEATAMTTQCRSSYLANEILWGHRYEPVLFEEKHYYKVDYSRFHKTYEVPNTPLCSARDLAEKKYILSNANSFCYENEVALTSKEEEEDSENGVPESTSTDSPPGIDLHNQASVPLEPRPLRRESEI
STK33 inh: inhibitors of purified STK33 kinase, primary screen, biochemical, ADP-Glo luminescence, homogeneous, cell-free; Serine/threonine-protein kinase 33 (Homo sapiens), Q9BYT3; MBP phosphorylation; inhibition, % at 10 µM; 320,000 tested, 0.073% active; AID 2661, 2010;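 active = inhibition at or above 25%, using the most active replicate where run in duplicate; inactive = inhibition below 25%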
Target sequence (Q9BYT3 whole entry, looked up): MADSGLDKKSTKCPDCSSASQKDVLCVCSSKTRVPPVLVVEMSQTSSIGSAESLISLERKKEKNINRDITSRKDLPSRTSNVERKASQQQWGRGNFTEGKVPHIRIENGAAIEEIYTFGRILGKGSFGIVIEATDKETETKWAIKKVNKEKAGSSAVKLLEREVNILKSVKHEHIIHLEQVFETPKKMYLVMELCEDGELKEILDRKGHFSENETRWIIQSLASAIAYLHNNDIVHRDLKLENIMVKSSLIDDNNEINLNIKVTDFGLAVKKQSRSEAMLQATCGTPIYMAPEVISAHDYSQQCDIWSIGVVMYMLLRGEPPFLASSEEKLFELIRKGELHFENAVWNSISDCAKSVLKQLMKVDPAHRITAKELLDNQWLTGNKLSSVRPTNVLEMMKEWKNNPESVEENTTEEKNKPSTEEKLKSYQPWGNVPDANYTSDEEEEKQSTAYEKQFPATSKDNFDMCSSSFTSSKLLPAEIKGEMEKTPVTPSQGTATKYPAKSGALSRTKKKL
* hit, by the source's call; nt = no result given.

Kir21 block	STK33 inh	Structure
-1.46	0.2	COc1ccc(NC(=O)Cc2csc(NC(=O)Nc3ccccc3OC)n2)c(OC)c1
-0.23	1.0	COc1ccc(NC(=S)c2ccc3ccccc3n2)cc1
0.29	-2.1	Cc1c(C(=O)COC(C)(C)C)[nH]c2ccccc12
-0.01	0.9	COc1cccc(-n2c(CN3CCN(Cc4ccccc4)CC3)nc3ccc([N+](=O)[O-])cc3c2=O)c1
1.9	-1.3	O=C(CCc1ccccc1)Nc1cccc([N+](=O)[O-])c1
0.36	-0.4	CCOC(=O)c1cc(CC)sc1NC(=O)c1cccc(N2C(=O)CCC2=O)c1
nt	-1.7	Cc1ccc(NC(=O)COC(=O)c2ccc(-n3nc(C)cc3C)cc2)c(F)c1
-1.54	-1.0	Nc1ccccc1SC1CC(=O)N(Cc2ccccc2)C1=O (stereo not given)
nt	0.5	COc1ccc(C2=NOC(Cn3nc(-c4ccccc4)cc3C(=O)NCc3cccs3)C2)cc1 (stereo not given)
0	-0.8	CC(C)CC1=NN(C(=O)c2ccncc2)C(O)(C(F)(F)F)C1 (stereo not given)
nt	-0.9	Cc1nn(-c2ccccc2)c(C)c1CNC(=O)c1ccc(S(=O)(=O)NCc2ccco2)cc1
0.02	0.1	O=C(Cn1cnc2c(cnn2-c2ccccc2)c1=O)NCc1ccccc1
2.21	-1.4	Cc1cc2ccccc2n1CCNC(=O)c1ccc(S(=O)(=O)N2CCCCC2)cc1
1.44	0.0	CCO[C@H]1OC(C(=O)NCc2ccccc2)=C[C@@H](c2ccc(C(F)(F)F)cc2)[C@@H]1CCCO
-0.14	2.2	Cc1ccc(-n2c(=S)[nH]c3sc4c(c3c2=O)CCC4)cc1
1.19	1.1	O=C(NC(CC(=O)N1CCN(c2ccc([N+](=O)[O-])cc2)CC1)c1ccccc1)c1ccccc1Cl (stereo not given)
-1.21	1.4	Cc1cc(C)c(S(=O)(=O)/N=C2\C=C(NS(=O)(=O)c3ccccc3)C(=O)c3ccccc32)c(C)c1
0.12	0.0	CSc1sc(C(=O)NN)c2c1C1(CCC2)SCCS1
0.33	0.0	S=c1[nH]nc(-c2ccncc2)n1/N=C/c1cccc2ccccc12
-0.57	0.7	Cc1sc2ncn(CC(=O)NCCCC(=O)N3CCC(C(N)=O)CC3)c(=O)c2c1C
0.6	2.6	COc1ccc(/C(N)=N/O)c(OC)c1
-0.02	-1.8	CCCN1CNC(=S)N(c2ccccc2C)C1
-1.78	0.0	CC(C)C(=O)Nc1ncc(Cc2cccc(Cl)c2)s1
1.6	0.4	CCCCn1c(N)c(N(CC(C)C)C(=O)c2ccc(OCC3CCCO3)cc2)c(=O)[nH]c1=O (stereo not given)
0	-0.6	O=C(CSc1ccccc1)Nc1nnc(-c2ccco2)o1
0.29	-0.9	COCCCn1c(=O)c2sccc2n(Cc2ccc(C)cc2)c1=O
0.69	nt	COC(=O)[C@@H]1CC[C@H](C)[C@@H](c2ccc(C)cc2)N1C(=O)c1ccc(/C=N/OC[C@@H](O)[C@H]2O[C@@H]3OC(C)(C)O[C@@H]3[C@H]2O)cc1
1.48	-0.4	Cc1c(C(=O)N2CCC(C)CC2)oc2ccc3c(c12)C(O)CC1(CCCCC1)O3 (stereo not given)
-1.02	-1.1	COc1cc(CC(=O)OCC(=O)N2CC(C)CC(C)C2)cc(OC)c1OC (stereo not given)
2.51	-0.8	CC12CCC(C(=O)NC(c3ccccc3)c3ccccc3)(OC1=O)C2(C)C (stereo not given)
0.38	-0.2	Cc1ccc(C(=O)NCCc2ccc(F)cc2)s1
0.28	0.9	CCc1nnc(NC(=O)c2ccc(N(C)S(=O)(=O)c3ccccc3)cc2)s1
nt	4.2	CCC(CO)Oc1cc(NCc2cccc(Cl)c2)c2ncn(C(C)C)c2c1 (stereo not given)
nt	-1.4	COc1ccc(C2=CSC3=NCCN23)cc1F
-0.79	-1.3	COCCCn1c(Cc2csc(Nc3ccc(F)cc3)n2)nnc1SCC(N)=O
0.2	2.2	CCCc1[nH]nc2c1C(c1cn[nH]c1-c1ccc(F)cc1)C(C#N)=C(N)O2 (stereo not given)
0.61	-1.0	COc1ccc(NC(=O)c2ccc(S(=O)(=O)N(C)C)cc2)cc1OC
0.18	-2.1	COC(=O)c1ccc(CN2CCN(C3CCCCC3)C(CCO)C2)cc1 (stereo not given)
-0.48	-1.7	CCOc1ccccc1N(CC(=O)Nc1ccccc1C(=O)N1CCCC1)S(C)(=O)=O
2	0.6	CN(C)c1cc(-c2ccc(F)cc2)oc(=O)c1Cl
nt	-1.0	COCC(=O)Nc1ccc(N2CCOCC2)c(S(=O)(=O)Nc2ccccc2OC)c1
-0.66	-1.2	CCC(C)C(NC(=O)c1ccc(Cl)cc1Cl)C(=O)O (stereo not given)
-1.28	-0.1	CCCN(CCC)CC(O)CN1C(=O)NC(C)(C)C1=O (stereo not given)
-1.26	1.5	O=C(NNC(=O)c1ccco1)Nc1ccccc1
1.63	3.0	COC(=O)c1cc(O)cc(OC)c1C(=O)c1c(O)cc(C)cc1O
0.36	0.8	Cc1ccc(C(=O)Nc2cccc3ccccc23)o1
-0.85	-0.7	COC(=O)c1ccc(CNC(=O)C2CCC(=O)N(C3CCCCCC3)C2)cc1 (stereo not given)
-0.84	0.6	O=C(Nc1cccc(Cl)c1)Nc1cccc(C(=O)O)c1
0.2	-1.0	N#Cc1cc(C(=O)c2cc(Cl)ccc2O)cn(-c2ccccc2)c1=O
0.49	-0.7	Cc1ccc(-n2nc(C)c3c(-c4cccs4)c(C#N)c(N)nc32)cc1
-2.03	0.0	Cn1c(=O)c2c(nc(NCc3cccnc3)n2Cc2ccc(Cl)cc2)n(C)c1=O
-0.99	-1.7	O=C(NCc1ccco1)c1ccc(S(=O)(=O)N2CCCc3ccccc32)cc1
-0.23	-0.5	O=C(CS(=O)CC(=O)N(CC(=O)NC1CCCC1)C1CCCCC1)Nc1ccc(F)cc1 (stereo not given)
-1.86	-1.5	O=C(C1CC1)N1CCc2cc(Br)cc(S(=O)(=O)NCc3ccc4c(c3)OCO4)c21
0.8	-1.0	CC1Cc2ccccc2N1C(=O)CSc1nnnn1C1CCCC1 (stereo not given)
-0.46	-2.3	CCc1nc(Nc2ccccc2)c2nnn(Cc3ccccc3)c2n1
-2.05	-1.6	COc1ccccc1N(CC(O)CN1CCC(C)CC1)S(=O)(=O)c1ccccc1 (stereo not given)
-1.63	-2.1	Cc1ccccc1NC(=O)C1CC(=O)OC12CCOC(C)(C)C2 (stereo not given)
1.49	-1.2	CCOc1ccc(-n2ccc(=O)c(C(=O)O)n2)cc1
0.96	-1.2	CC(=O)Oc1ccc2oc(=O)c3c(c2c1)CCCN3C(=O)CN1CCOCC1

Overlap with the part before: 2 entries, then new ones.
Kir21 block	STK33 inh	Structure
1.49	-1.2	CCOc1ccc(-n2ccc(=O)c(C(=O)O)n2)cc1
0.96	-1.2	CC(=O)Oc1ccc2oc(=O)c3c(c2c1)CCCN3C(=O)CN1CCOCC1
0.39	-2.7	O=C(N/N=C/c1ccc(Cl)cc1)Nc1ccccc1
-0.98	0.4	COCCCNC(=O)c1ccc(-c2nc3ccccc3nc2-c2ccccc2)cc1
-0.62	-0.5	COc1ccc(C(=O)CCC(=O)NCCc2c[nH]c3ccccc23)cc1OC
-2.75	-0.5	C=C(C)CSC1=C(C#N)C(c2ccccc2)CC(=O)N1 (stereo not given)
-1.44	0.4	Cc1cccc(N(C)c2ncnc3onc(-c4ccc(F)cc4)c23)c1C
0.09	-0.1	CCOC(=O)C1=C(C)C2C3C(=O)N(c4ccc(C)cc4C)C(=O)C3C1(C)C1C(=O)N(c3ccc(C)cc3C)C(=O)C21 (stereo not given)
0.78	0.7	Nc1c(C(=O)Nc2ccc(S(=O)(=O)N3CCCC3)cc2)sc2nc3cc4c(cc3cc12)CCC4
0.4	-1.2	O=C(Nc1ccc2c(c1)CCC2)C1CCN(c2c3c(nc4ncnn24)CCC3)CC1
nt	0.5	Cc1cc(C)cc(NC(=O)CSc2nnc(CNC(=O)c3ccco3)n2C)c1
0.09	-0.4	CC(C)c1ccc(N(CC(=O)Nc2ccc(S(=O)(=O)N3CCOCC3)cc2)S(C)(=O)=O)cc1
-0.96	0.9	COc1ccccc1NC(=O)c1ccc(-n2ccnc2)c([N+](=O)[O-])c1
2.02	nt	O=C(Nc1ccccc1-c1ccccc1)c1cc(C(F)(F)F)cc(C(F)(F)F)c1
0.36	-0.5	CCOc1ccc(C(C)=O)cc1CSC(=N)N
-0.82	nt	CN(C)c1ccc(C(C(=O)NCc2ccccc2)N(Cc2cccnc2)C(=O)c2snc(C(N)=O)c2N)cc1 (stereo not given)
-0.45	-0.8	COc1ccc(S(=O)(=O)N2CCOCC2)cc1NC(=O)CN1CCCC1
0.33	-1.3	CC1(C)Cc2c(sc(NC(=O)c3ccco3)c2C(=O)O)CO1
1.18	-2.7	CCC(C)Sc1nc2c(c(=O)[nH]1)C(c1cccs1)C1=C(CCCC1=O)N2 (stereo not given)
-0.94	0.7	CCn1cc(C(=O)NCCCN2CCCC(C)C2)c(=O)c2cc(S(=O)(=O)N(C)C3CCCCC3)ccc21 (stereo not given)
-0.23	-1.2	Nc1c(-c2cccc(Cl)c2)cnn1-c1cccc(C(F)(F)F)c1
-1.75	-0.7	COc1ccc(N(C(=O)c2snc(C(N)=O)c2N)C(C(=O)NC2CCCC2)c2ccc(C)o2)c(OC)c1 (stereo not given)
-0.04	0.4	COc1ccc(-c2ccc(C(C)=O)cc2)cc1[C@H]1[C@H]2C=CC[C@@H](C)[C@@H]2C(=O)N1Cc1ccccc1
2.39	0.9	CN(c1ccccc1)S(=O)(=O)c1cc(C(=O)c2nccn2C)ccc1Cl
1.09	-1.4	CC(=O)Nc1cccc(NC(=O)c2c(-c3ccccc3)noc2C)c1
0.01	-0.2	Cn1nc(C(=O)Nc2ccc(S(=O)(=O)N3CCOCC3)cc2)c2ccccc2c1=O
1.53	-2.1	COc1ccc(Cc2nnc(NC(=O)C3CCN(C(=O)c4ccco4)CC3)s2)cc1
0.38	-1.7	Cc1cc(C)cc(N(C(C)C(=O)N2CCOCC2)S(C)(=O)=O)c1 (stereo not given)
-0.59	0.0	O=C(CSc1cccc[n+]1[O-])Nc1ccccc1Oc1ccccc1
0.81	-1.6	Cc1nnc(NC(=O)CSc2nnc(Cc3cccn3C)n2-c2cccc(C)c2C)s1
1.47	-1.0	Cc1ccc(SCCC(=O)OC(C(=O)NC(N)=O)C(C)C)cc1 (stereo not given)
-0.22	-1.6	CCC(C(=O)Nc1cnccn1)c1ccccc1 (stereo not given)
0.35	-1.2	COc1ccc(C(=O)CN2C(=O)c3ccccc3C2=O)c(OC)c1C
1.99	0.4	CC(=O)Nc1ccc(NC(=O)Nc2cccc(Cl)c2)cc1
-0.73	nt	O=c1oc2ccccc2c(N2CCOCC2)c1[N+](=O)[O-]
-0.94	1.8	COCCn1c(C)cc(C(=O)CSc2ccc3ccccc3n2)c1C
-1.43	-1.2	CCOc1ccccc1NC1c2ccccc2C(=O)N1Cc1ccco1 (stereo not given)
-0.09	0.0	COC(=O)c1cc(S(=O)(=O)Nc2nn(C)c3ccccc23)oc1C
nt	-0.4	O=C(Nc1ccccc1)c1nc[nH]c1C(=O)N1CCN(c2ccccc2)CC1
1.05	0.8	Cn1cc(-c2cc(C(=O)O)on2)cn1
-0.09	-1.0	Cc1ccc(-n2nnc3ccccc3c2=O)cc1C
-0.42	nt	Cc1csc2nc(=O)c3ccccc3n12
nt	0.5	CC1CCN(C(C)C(=O)Nc2cc(S(=O)(=O)N3CCCCC3)ccc2Cl)CC1 (stereo not given)
nt	-0.4	O=C1CC[C@H](O)CCN1CCSc1ccc(Br)cc1
1.02	-2.7	Cc1ccc(S(=O)(=O)Nc2nonc2C)cc1
-0.44	0.2	Cc1nn(Cc2ccc(Cl)c(Cl)c2)c(C)c1NC(=O)c1noc2c1CCCCC2
-1.91	-1.2	O=C(c1ccc(N2C(=O)C3C4c5ccccc5C(c5ccccc54)C3C2=O)cc1)N1CCOCC1 (stereo not given)
0.17	-0.9	CCOc1cc(C2C(C(=O)OC)=C(C)N=C3SCCC(=O)N32)ccc1OC(C)=O (stereo not given)
-0.38	2.0	COc1ccc2oc(=O)c(C(=O)NCc3ccco3)cc2c1
-1.56	nt	CC(C)(C)c1ccc(NC(=O)C2CCCN(c3cnccn3)C2)cc1 (stereo not given)
-1.35	0.6	C=CCC(NC(C)c1ccccc1)c1ccco1 (stereo not given)
-1.52	-0.4	Cn1c(CNC(=O)OC(C)(C)C)nnc1SCC(=O)N1CCOCC1
1.25	-3.2	CC(C)(C)c1ccc(S(=O)(=O)NCC(=O)Nc2ccc(-c3nc4ccccc4s3)cc2)cc1

Random excerpt: 5 records from the list, in no set order.
Kir21 block	STK33 inh	Structure
nt	0.5	CC1CCN(C(C)C(=O)Nc2cc(S(=O)(=O)N3CCCCC3)ccc2Cl)CC1 (stereo not given)
-0.44	0.2	Cc1nn(Cc2ccc(Cl)c(Cl)c2)c(C)c1NC(=O)c1noc2c1CCCCC2
1.02	-2.7	Cc1ccc(S(=O)(=O)Nc2nonc2C)cc1
0.17	-0.9	CCOc1cc(C2C(C(=O)OC)=C(C)N=C3SCCC(=O)N32)ccc1OC(C)=O (stereo not given)
-1.56	nt	CC(C)(C)c1ccc(NC(=O)C2CCCN(c3cnccn3)C2)cc1 (stereo not given)

Profiles from above. Values in the order: Kir21 block | STK33 inh
S=c1[nH]nc(-c2ccncc2)n1/N=C/c1cccc2ccccc12 as listed: 0.33 | 0.0
Cc1ccccc1NC(=O)C1CC(=O)OC12CCOC(C)(C)C2 (stereo not given) as listed: -1.63 | -2.1

High-throughput results: PubChem BioAssay, several laboratories
